BioA inh: M. tuberculosis BioA enzyme inhibitors, primary screen, biochemical, plate reader, single point, HTS. 7,8-diaminopelargonic acid synthase BioA (Mycobacterium tuberculosis). purified M. tuberculosis BioA enzyme. inhibition, % at 9.99 µM. 360,000 compounds, 0.096% hits. AID 602481, 2012; in the data active = inhibition above about 40%
PriA SSB inh: inhibitors of Klebsiella pneumoniae PriA binding to SSB C-terminal tail, primary screen, biochemical, AlphaScreen | PriA–SSB C-terminal tail interaction (Klebsiella pneumoniae) | AlphaScreen SSBct-PriA binding, biotinylated peptide | inhibition, % at 33 µM | 430,000 compounds, 0.6% hits; in the data active = inhibition mostly above about 37%, no sharp cut-off; inactive = mostly below about 20%;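 also: plate controls were negative control peptide for no effect and reference peptide for full effect; strong numbers were not always called active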
Vc quorum ag: inducers of Vibrio cholerae quorum light production without autoinducers, primary screen, BH1578 luxS cqsA deficient, single point; activation, % at 18.7 µM; 350,000 compounds, 0.16% hits; AID 588436, 2011; V. cholerae BH1578 lux reporter, luminescence, 6 h; in the data active = activation mostly above about 9.7%, no sharp cut-off; also: not every result past the cut was called active; inactives centre near 0; reference of the scale not given here
Mtb FBA inh: Mtb FBA enzyme inhibitors, primary screen, biochemical, fluorescence, strain H37Rv. 360,000 compounds, 2.3% hits. Fructose-bisphosphate aldolase (Mycobacterium tuberculosis (strain ATCC 25618 / H37Rv)), …. inhibition, % at 1 µM. purified M. tuberculosis FBA, fluorescence read-out; in the data active = inhibition above about 27%;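 also: 0% = vehicle and 100% = reference inhibitor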
Target sequence (P9WQA3 whole entry, looked up): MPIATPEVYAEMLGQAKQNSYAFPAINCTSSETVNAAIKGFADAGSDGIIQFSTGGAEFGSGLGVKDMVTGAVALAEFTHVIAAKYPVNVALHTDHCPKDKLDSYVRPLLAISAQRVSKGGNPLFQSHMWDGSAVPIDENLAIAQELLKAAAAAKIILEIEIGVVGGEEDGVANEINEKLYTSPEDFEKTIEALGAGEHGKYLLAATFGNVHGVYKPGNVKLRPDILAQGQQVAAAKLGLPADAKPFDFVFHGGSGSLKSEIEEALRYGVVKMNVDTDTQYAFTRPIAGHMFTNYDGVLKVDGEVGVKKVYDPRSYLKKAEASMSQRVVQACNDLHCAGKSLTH
MazEF act: activators of E. coli MazEF toxin-antitoxin RNase, primary screen, biochemical, fluorescence, uHTS; Endoribonuclease toxin MazF (Escherichia coli (strain K12)), P0AE70; FAM/BHQ RNA-DNA oligo cleavage fluorescence, 5 h; activation, % at 20 µM; 350,000 compounds, 0.32% hits; in the data active = activation above about 50%
Target sequence (P0AE70 whole entry, looked up): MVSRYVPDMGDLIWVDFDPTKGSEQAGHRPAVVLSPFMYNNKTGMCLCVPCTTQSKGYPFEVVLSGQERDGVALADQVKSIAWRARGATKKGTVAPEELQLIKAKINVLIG
GDH-TPI counter: GDH-TPI coupling enzyme inhibitors, primary screen, artefact control for M. tuberculosis FBA inhibitor project, biochemical, absorbance, full deck | GDH-TPI coupled enzyme counterscreen, NADH absorbance | inhibition, % at 4.8 µM | 360,000 compounds, 1.2% hits | AID 588335, 2011; in the data active = inhibition above about 30%;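 also: 0% = DMSO wells and 100% = wells lacking the enzyme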
DUSP3 inh: VHR1 phosphatase inhibitors, primary screen, biochemical, absorbance, uHTS; Dual specificity protein phosphatase 3 (Homo sapiens), P51452; recombinant VHR phosphatase, pNPP absorbance; inhibition, % at 13.3 µM; 290,000 compounds, 0.52% hits; AID 1654, 2009; in the data active = inhibition above about 50%; also: some compounds called inactive have numbers as strong as hits
Target sequence (P51452 whole entry, looked up): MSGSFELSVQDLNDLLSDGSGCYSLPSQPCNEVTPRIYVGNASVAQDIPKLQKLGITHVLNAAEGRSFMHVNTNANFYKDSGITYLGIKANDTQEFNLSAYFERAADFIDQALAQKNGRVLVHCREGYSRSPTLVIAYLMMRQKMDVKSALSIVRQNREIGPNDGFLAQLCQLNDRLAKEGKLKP
Rv3671c inh: Rv3671c serine protease inhibitors, primary screen, biochemical, fluorescence polarization, M. tuberculosis H37Rv. AID 2606, 2010. inhibition, % at 5.96 µM. 320,000 compounds, 0.048% hits. P9WHR9; in the data active = inhibition above about 38%;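 also: extracellular domain of Rv3671c used as enzyme; 0% = enzyme with DMSO and 100% = no enzyme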
3CLpro inhibitor: SARS-CoV 3CLpro protease inhibitors, primary screen, biochemical, quenched FRET | recombinant SARS-CoV 3CLpro, quenched FRET peptide cleavage | 290,000 compounds, 0.14% hits | inhibition, % at 6 µM; in the data active = inhibition above about 12%
UGM FP inh: M. tuberculosis UGM enzyme inhibitors, primary screen, biochemical, fluorescence polarization, single point; UDP-galactopyranose mutase (Mycobacterium tuberculosis (strain ATCC 25618 / H37Rv)), …; purified UGM, fluorescence polarization probe displacement; inhibition, % at 10 µM; 320,000 compounds, 0.06% hits; AID 504406, 2011; in the data active = inhibition above about 10%, passing the limit was not always enough
Target sequence (P9WIQ1 whole entry, looked up): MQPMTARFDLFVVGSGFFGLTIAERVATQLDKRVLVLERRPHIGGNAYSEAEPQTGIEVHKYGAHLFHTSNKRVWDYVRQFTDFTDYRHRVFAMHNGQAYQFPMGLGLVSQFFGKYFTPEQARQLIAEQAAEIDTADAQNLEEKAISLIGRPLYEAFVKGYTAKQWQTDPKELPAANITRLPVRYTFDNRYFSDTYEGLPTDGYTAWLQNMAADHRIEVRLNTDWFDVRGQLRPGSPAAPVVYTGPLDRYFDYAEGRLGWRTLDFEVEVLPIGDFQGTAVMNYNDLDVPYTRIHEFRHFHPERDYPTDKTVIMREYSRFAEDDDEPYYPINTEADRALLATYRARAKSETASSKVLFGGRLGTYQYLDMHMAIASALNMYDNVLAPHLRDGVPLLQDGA
An asterisk follows results filed as active; i = inactive; . = not tested or not shown; & = joins results of further samples.

SMILES	BioA inh	PriA SSB inh	Vc quorum ag	Mtb FBA inh	MazEF act	GDH-TPI counter	DUSP3 inh	Rv3671c inh	3CLpro inhibitor	UGM FP inh
COc1ccc(CN(C)C[C@H]2OCCCC[C@H](C)Oc3ccc(NC(=O)CCC(F)(F)F)cc3C(=O)N([C@@H](C)CO)C[C@@H]2C)cc1	2.4&2.2	.	-2.4	4	6	8	.	.	.	.
COc1cc(OC)c(C2SCCN2S(=O)(=O)c2ccc(F)cc2)cc1OC (configuration not stated)	-0.7	-22	5.0	-4	-2	2	-2	0	0	-1.4
Cc1nn(CC(=O)N2CC(=O)Nc3ccccc32)c(C)c1[N+](=O)[O-]	0.8	-5	-0.3	-2	-2	-7	10	0	-1	0.7
Cc1ccc(NC(=O)c2ccc3[nH]c(=O)c(=O)[nH]c3c2)nc1	-1.3	0	i	6	6	15	1	-4	-1	0.1
COC(=O)c1cc2occc2n1CC(=O)Nc1cc(OC)cc(OC)c1	.	11	-1.1	4	-6	6	24	5	3	2.8
COc1ccc(CNC(=O)COC(=O)c2ccc(Br)cc2)cc1	0.7	-11	-0.2	-3	-6	-1	2	-4	3	0.3
CCS(=O)(=O)N1Cc2ccccc2CC1C(=O)Nc1ccc(F)c(F)c1 (configuration not stated)	4.8	-10	-0.2	-1	11	-14	10	-9	-2	-0.9
O=C(NC1CCCC1)C(c1cccs1)N(CC1CCCO1)C(=O)Cc1cccs1 (configuration not stated)	2.1	-5	0.0	-2	12	-1	-9	-3	-2	1.8
Cc1nc2ccc([N+](=O)[O-])cc2c(=O)n1Cc1ccccc1Br	-0.9	9	-0.8	5	5	19	-4	-3	4	0.0
O=C(CCN1C(=O)c2ccccc2C1=O)Nc1cccc(S(=O)(=O)N2CCCCC2)c1	-1.7	10	.	0	-1	2	20	-3	-2	-1.7
Cn1c(Cn2cnc3ccccc32)nc2ccccc21	-5.2	-7	-0.3	-7	-1	11	20	-8	-3	-1.0
CCOc1cccc(=O)c2c(C)oc(C)c12	-0.8	3	-0.6	5	27	7	16	2	-2	-0.8
CCCN(CC(=O)Nc1ccc(Cl)cc1Cl)C(=O)/C=C/c1ccco1	.	-5	-0.4	-1	-2	12	14	-3	-1	0.4
O=C(CSc1nc2ccc(NC(=O)C3CCCCC3)cc2s1)NCC1CCCO1 (configuration not stated)	-0.9	1	i	2	-5	8	6	0	4	-1.6
Cc1ccc(N=Cc2c(O)c3ccccc3oc2=O)cc1F	-0.3	-20	1.2	1	-24	7	0	-2	-1	0.8

Continued, starting with the last 2 of the part before.
SMILES	BioA inh	PriA SSB inh	Vc quorum ag	Mtb FBA inh	MazEF act	GDH-TPI counter	DUSP3 inh	Rv3671c inh	3CLpro inhibitor	UGM FP inh
O=C(CSc1nc2ccc(NC(=O)C3CCCCC3)cc2s1)NCC1CCCO1 (configuration not stated)	-0.9	1	i	2	-5	8	6	0	4	-1.6
Cc1ccc(N=Cc2c(O)c3ccccc3oc2=O)cc1F	-0.3	-20	1.2	1	-24	7	0	-2	-1	0.8
O=c1[nH]c(=O)n(CCC2=CCCCC2)c(O)c1/C=N/Nc1ccccc1	.	.	-0.4	-3	-4	14	16	-8	0	-1.8
S=C(NCCCc1ccccc1)NCc1ccccc1	0.0	-2	-0.1	-1	7	-2	7	.	1	-1.4
C[C@@H](NC(=O)CN1C(=O)c2ccccc2S1(=O)=O)c1ccccc1	0.5	-1	i	0	5	-1	1	4	-2	-1.4
O=C(/C=C/c1ccc(Cl)c(Cl)c1)NCCCn1ccnc1	3.0	-5	-0.6	-2	3	-4	30	-3	-3	2.5
COc1cccc(NC(=O)N2C3CCCC2CC(NC(=O)C(C)(C)C)C3)c1 (configuration not stated)	-1.2	-6	i	1	8	-8	-4	-2	0	1.1
Cc1ccc2nc(Cl)nc(-c3ccccc3)c2c1	-5.1	-9&-21	2.8	16	11	1	15	-2	-3	-0.3
C=C(C)C(=O)Nc1cccc(C2=NOC3(C2)C[C@H](C(N)=O)N(C(=O)/C=C/C)C3)c1 (some centres not stated)	-0.8	9	-0.1	2	0	14	19	0	.	1.7
CCOc1cc(NC(=S)NCCCN2CCOCC2)c(OCC)cc1NC(=O)c1ccco1	-0.9	2	3.3	-3	9	4	-23	-2	-4	-0.1
CCCOc1cccn2c(N(C=O)Cc3ccc(OC)cc3)c(CC)nc12	-0.5	.	-0.8	2	.	0	.	.	.	.
CN(CCc1ccccn1)C(=O)CCC1CCCN(C(=O)c2ccsc2)C1 (configuration not stated)	.	-4	i	-5	3	5	26	-5	1	0.6
COc1ccccc1C(=O)NCCNc1ccc([N+](=O)[O-])cc1Cl	0.2	-2	-0.4	-3	1	3	22	-3	2	-0.7
CCNC(=O)C1(C)CCCN1C(=O)c1ccc(F)c(Cl)c1 (configuration not stated)	-2.5	.	i	0	.	-2	.	.	.	.
CCOc1ccccc1N(CC(=O)N/N=C(\C)c1cccc(Br)c1)S(C)(=O)=O	.	.	2.3	7	-2	-2	6	2	-3	4.3
COC(=O)C1=C(Nc2ccc(OC)cc2)C=C(C)C(C(=O)OC)C1c1ccc(C)cc1 (configuration not stated)	-0.8	-15	-0.8	-4	5	17	14	7	-6	2.5
COc1ccc(S(=O)(=O)N2CCCCC2)cc1NC(=O)CSc1ncnc2ccccc12	.	-2	-0.3	3	-15	-1	38	-4	2	-1.3
O=C(NN=Cc1cccc2ccccc12)C1CC1	-1.2	-13	-0.6	-2	2	18	.	.	.	.
C=CCn1c(SCCCC)nc(O)cc1=O	-0.5&0.9	-15&-9	-0.2&1.9	-1&1	-1&-11	10&-12	27&8	0&2	0&1	3.5&3.9
Nc1nnc(Sc2ccc(Cl)cc2[N+](=O)[O-])s1	.	-3	0.5	5	5	-2	18	0	-2	2.4
CCOC(=O)N1CCN(c2c(N3CCN(c4ccccc4F)CC3)c(=O)c2=O)CC1	3.1	7	i	-2	1	11	25	-3	3	-3.4
CCOc1cccc(N2C(=O)CC(N3CCN(c4nc5ccccc5s4)CC3)C2=O)c1 (configuration not stated)	.	2	i	3	5	5	9	-13	5	-3.3
COc1ccc(-c2nsc3c(N4CCCCC4)ncnc23)cc1	.	-5	i	2	1	7	8	-1	3	2.0
COC(=O)C1=C(c2cccc(OCc3ccccc3)c2)C[C@@H]2CC[C@H]1N2C(=O)NCc1ccc(Cl)cc1	-0.8	-8	i	-1	3	0	.	-11	.	0.1
CN(CC(=O)Nc1cccc(F)c1)C(=O)c1ccc(N2CCCCCC2)c([N+](=O)[O-])c1	.	32	-0.7	0	0	-8	.	1	.	-0.4
O=C(Nc1cccn(Cc2c(Cl)cccc2Cl)c1=O)c1ccccc1Cl	-1.5	-7	i	-1	-6	24	23	-8	2	1.8
Cc1ccccc1Cn1nc(C)c(NC(=O)c2ccccc2)c1C	-1.4	-3	i	5	-3	2	22	2	-3	1.4
Cc1ccc2oc(=O)cc(CN3CCCCC3)c2c1	-5.6	3	i	12	1	15	.	6	5	-0.9
Cc1nn(-c2ccc(F)cc2)c(C)c1NS(=O)(=O)c1ccc(Cl)cc1	9.0	1	i	-1	-16	-2	-22	5	-2	-6.3
Cc1nc(N)[nH]c(=O)c1CC(=O)OCCCl	-0.6	-6	-0.1	6	3	-5	10	0	2	1.2
COc1ccc(CCNC(=O)CCNS(=O)(=O)c2cc(Br)cnc2N)cc1OC	0.0	3	-0.6	-1	-1	10	-7	0	1	1.0
O=C(c1ccc2c(c1)OCO2)N(c1ccc(Cl)cc1)C1C=CS(=O)(=O)C1 (configuration not stated)	1.5	-7	-1.6	-1	-2	-2	1	-3	-3	-3.1
CN(C(=O)COC(=O)c1ccc(Cl)s1)C1(C#N)CCCCC1	0.2	-7	i	4	-6	4	.	.	.	.
CCc1ccc(OCC(=O)N(C)C)c(Br)c1	-1.1	-7	i	1	7	2	8	8	-3	-1.6
CC(C)NC(=O)NC(=O)COC(=O)c1ccccc1O	0.0	1	3.3	-1	12	4	11	1	-4	0.5
COc1cc(O)c(C(CC(=O)N2CCCCC2)c2ccc(N(C)C)cc2)c(OC)c1 (configuration not stated)	-0.9	22	-1.4	0	5	-1	0	.	.	.
O=C(Cn1cccc1)N1CCN(c2ccc(F)cc2)CC1	-0.3	-1	-0.2	-1	5	-3	44	5	1	1.1
Cc1c(C(c2ccc(F)cc2)c2c(C)n(C)n(-c3ccccc3)c2=O)c(=O)n(-c2ccccc2)n1C	0.8	10	1.1	0	2	4	16	0	-1	-0.5
O=S(=O)(c1ccc(NC(=S)NN=Cc2ccccc2O)cc1)N1CCCCC1	.	-3	i	10	-13	17	.	.	.	.
Cc1ccccc1C(=O)Oc1ccccc1N1C(=O)C2CC=CCC2C1=O (configuration not stated)	.	-1	-2.7	1	2	3	3	-13	0	.
O=C(CN1C(=O)C2C3C=CC(C4CC34)C2C1=O)OCC(=O)c1ccccc1 (configuration not stated)	.	-7	i	1	7	0	8	1	-1	1.7
CC(C)c1ncc(C(O)c2ccccc2)n1C (configuration not stated)	.	-4	-0.5	1	7	0	13	7	4	-3.3
c1ccc(-c2nc(-c3ccccn3)nc(-c3ccccn3)n2)nc1	0.2	-12	-0.9	1	5	-2	19	-9	5	0.3
CC(=O)Nc1cc(-c2cccc(C(=O)NCCN(C)C)c2)cn2c(-c3cccc(C(F)(F)F)c3)cnc12	1.8	.	i	0	.	10	.	.	.	.
CCn1c(CNc2ccc(C(=O)O)cc2)nc2ccccc21	1.9	-4	-0.5	0	6	2	-17	5	0	-2.8
CC1(C(=O)Nc2nc3ccc(S(C)(=O)=O)cc3s2)CC1(Cl)Cl (configuration not stated)	.	-13	-0.6	-2	8	5	.	5	.	0.8
Cc1nn(-c2ccccc2)c2c1C1(C(=O)N(C(C)C)c3ccccc31)C(C#N)=C(N)O2 (configuration not stated)	0.7	2	i	5	2	2	-15	3	2	-0.6
CCc1noc(C)c1C(=O)Nc1cc(S(=O)(=O)N(CC)CC)ccc1N1CCOCC1	.	-5	2.3	3	-3	-7	.	11	.	.
Cc1ccc(Nc2ccc(C(=O)O)cc2N)cc1	.	7	.	.	13	.	34	-15	-3	-0.7

Of the compounds above, these have a furan ring, fused or not:
SMILES	BioA inh	PriA SSB inh	Vc quorum ag	Mtb FBA inh	MazEF act	GDH-TPI counter	DUSP3 inh	Rv3671c inh	3CLpro inhibitor	UGM FP inh
COC(=O)c1cc2occc2n1CC(=O)Nc1cc(OC)cc(OC)c1	.	11	-1.1	4	-6	6	24	5	3	2.8
CCOc1cccc(=O)c2c(C)oc(C)c12	-0.8	3	-0.6	5	27	7	16	2	-2	-0.8
CCCN(CC(=O)Nc1ccc(Cl)cc1Cl)C(=O)/C=C/c1ccco1	.	-5	-0.4	-1	-2	12	14	-3	-1	0.4
CCOc1cc(NC(=S)NCCCN2CCOCC2)c(OCC)cc1NC(=O)c1ccco1	-0.9	2	3.3	-3	9	4	-23	-2	-4	-0.1

Only part of the results is shown. The share of hits here may be higher or lower than overall.
